# STAT1 act – STAT1 signaling activation; NIH 3T3 STAT1-luciferase reporter, IFN-gamma, luminescence; 100% = IFN-gamma alone, no compound; activation (% of control), % at 5.5 µM; actives 2.6% (n = 200,000);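 active means activation above the screen-wide mean activation plus 3 SD, cut at about 130% in these data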;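 further: raw ratio to IFN-gamma control signal so 100% means no change and 0% no light; values of inactives mirror those of a sister screen read the other way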
# TLR4 MyD88 comp – TLR4-MyD88 interaction inhibition in cells. inhibition, % at 8.4 µM. AID 861. actives 0.18% (n = 200,000). HeLa CL3-4 TLR4/MyD88 BLA complementation, FRET ratio. O00206+Q99836; in the data active means inhibition above about 25%;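 further: 0% = vehicle and 100% = reference inhibitor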
# Target sequence (O00206 whole entry, looked up): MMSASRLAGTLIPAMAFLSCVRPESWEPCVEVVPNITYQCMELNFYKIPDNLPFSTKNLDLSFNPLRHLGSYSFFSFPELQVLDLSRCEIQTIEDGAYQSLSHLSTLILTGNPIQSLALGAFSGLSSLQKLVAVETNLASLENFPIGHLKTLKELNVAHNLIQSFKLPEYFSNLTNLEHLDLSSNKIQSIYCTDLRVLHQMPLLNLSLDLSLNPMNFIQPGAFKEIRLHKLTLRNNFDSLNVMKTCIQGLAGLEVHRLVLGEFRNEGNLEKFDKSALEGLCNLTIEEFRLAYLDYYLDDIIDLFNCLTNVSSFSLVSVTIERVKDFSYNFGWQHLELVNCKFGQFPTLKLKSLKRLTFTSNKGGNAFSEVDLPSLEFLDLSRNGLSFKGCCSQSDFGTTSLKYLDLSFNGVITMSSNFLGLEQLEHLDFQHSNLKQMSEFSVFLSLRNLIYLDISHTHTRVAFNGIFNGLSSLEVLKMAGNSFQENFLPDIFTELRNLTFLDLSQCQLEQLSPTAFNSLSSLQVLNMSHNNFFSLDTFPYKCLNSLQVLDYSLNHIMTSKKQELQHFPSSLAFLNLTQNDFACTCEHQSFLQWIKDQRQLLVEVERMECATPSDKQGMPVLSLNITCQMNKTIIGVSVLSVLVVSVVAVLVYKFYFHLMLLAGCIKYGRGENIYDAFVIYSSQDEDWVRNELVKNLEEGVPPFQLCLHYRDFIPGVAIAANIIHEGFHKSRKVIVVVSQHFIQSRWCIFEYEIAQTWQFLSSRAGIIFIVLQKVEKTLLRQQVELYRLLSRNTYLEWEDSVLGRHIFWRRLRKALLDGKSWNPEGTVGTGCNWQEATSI
# Target sequence (Q99836 whole entry, looked up): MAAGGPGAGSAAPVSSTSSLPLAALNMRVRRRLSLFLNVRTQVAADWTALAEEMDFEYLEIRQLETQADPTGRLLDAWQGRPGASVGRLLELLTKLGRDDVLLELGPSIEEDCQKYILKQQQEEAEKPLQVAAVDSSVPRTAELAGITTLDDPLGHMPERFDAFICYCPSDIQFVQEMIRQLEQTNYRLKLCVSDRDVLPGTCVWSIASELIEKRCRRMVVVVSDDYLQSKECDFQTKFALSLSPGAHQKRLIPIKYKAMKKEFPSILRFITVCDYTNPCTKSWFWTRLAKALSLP
# HMGR II inh – blocks class II HMG-CoA reductase of Enterococcus faecalis | actives 0.41% (n = 190,000) | AID 1066 | purified E. faecalis HMGR, NADPH absorbance 340 nm kinetic | inhibition, % at 10 µM;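 active means inhibition above a set limit, the median over all tested compounds plus 3 SD, cut at about 9.5% in these data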;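 further: enzyme runs in reverse so mevalonate oxidation gives rising NADPH absorbance; 0% = complete reaction with DMSO and 100% = background rate lacking mevalonate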
# Hsp70 act – Hsp70 transcriptional activation, primary screen | HeLa Hsp70 promoter luciferase reporter, luminescence; scaled: vehicle 0, proteasome-inhibitor control 100% | activation, % at 10 µM | actives 0.04% (n = 200,000);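 active means activation above the mean across all tested compounds plus 3 SD, cutoff set per campaign, cut at about 5.5% in these data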;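 further: 100% = MG132 at 30 µM as the positive control and 0% = DMSO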
# APP 5'UTR act – APP 5'UTR luciferase reporter activation | SH-SY5Y APP 5'UTR luciferase reporter, luminescence; zero percent = DMSO vehicle wells | activation, % at 2 µM | actives 1% (n = 190,000) | AID 1276;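 active means activation above a set limit, based on mean plus 3 SD of controls, cut at about 140% in these data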; further: values of inactives mirror those of a sister screen read the other way
# STAT3 act – STAT3 signaling activation. actives 0.91% (n = 190,000). AID 871. U3A cells, IL-6 STAT3-luciferase reporter, luminescence; 100% = signal with IL-6 EC80 alone. activation (% of control), % at 5.6 µM;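 active means activation above the screen-wide mean of compound activation plus 3 SD, cut at about 130% in these data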;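 further: 0% = background luminescence of wells with medium and substrate only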
#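 Detection: reporter luminescence signal / Assay system: STAT1-lacking human U3A cells, STAT3 luciferase reporter / Incubation: compound pre-incubation 1 h before IL-6, then 6 h stimulation at 37 °C / Control set: IL-6-only high control / Read-out: % activation relative to IL-6 control / Probe or stimulus: Interleukin-6, 33 ng/mL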
# STAT1 blocker – inhibitors of IFN-gamma induced STAT1 signaling; inhibition, % at 5.5 µM; NIH 3T3 STAT1-luciferase reporter, luminescence; actives 0.35% (n = 200,000);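 active means inhibition above a set limit, the mean inhibition across all tested compounds plus 3 SD, cut at about 34% in these data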;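 further: 0% = IFN-gamma with DMSO and 100% = IFN-gamma with 300 µM nifuroxazide; values of inactives mirror those of a sister screen read the other way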
# STAT3 blocker – inhibitors of IL-6 induced STAT3 signaling | U3A cells, IL-6 STAT3-luciferase reporter, luminescence; host cell line lacks STAT1 | inhibition, % at 5.5 µM | actives 0.89% (n = 190,000);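 active means inhibition above the mean inhibition across all screened compounds plus 3 SD, cut at about 44% in these data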;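 further: 0% = DMSO only wells and 100% = 100 µM nifuroxazide control wells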
# Redox H2O2 prof – compounds producing H2O2 with reducing agent – biochemical, NIH compound library profiling, artefact control for MLSCN library redox annotation, primary screen; DTT-dependent redox cycling H2O2, phenol red/HRP absorbance; 100% = 100 µM peroxide control, 0% = buffer; activation, % at 10 µM; actives 0.03% (n = 200,000); AID 878;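 active means activation of at least 50% relative to the plate's high and low controls in the primary single-dose screen; inactive means activation below 50%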;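 further: compound incubated with DTT at 0.8 mM final as the reducing agent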
# NF-kB expr up – raises NF-kB expression in human neuronal cells. actives 1.6% (n = 190,000). AID 1239. NF-kB reporter expression; hits give high values. fold change at 12.5 µM; in the data active means fold change above about 3.3
# * marks the source's active call; other numbers are inactive results; . = not tested or not shown.
SMILES,STAT1 act,TLR4 MyD88 comp,HMGR II inh,Hsp70 act,APP 5'UTR act,STAT3 act,STAT1 blocker,STAT3 blocker,Redox H2O2 prof,NF-kB expr up
CN1C(=O)/C(=C\c2cc(Br)cs2)c2ccccc21,108,-17,-5,0.0,68,178*,-9,-80,0.5,1.6
CCCNC(=O)NC(=O)CSc1nnc(C)n1N,103,-6,3,-0.1,-2,102,-3,3,0.1,1.1
CCn1c(C)nc2cc(C(=O)NNC(=S)NC(=O)c3ccccc3)ccc21,104,-3,1,-0.4,9,102,-5,0,-0.1,0.8
CCc1nnc(NC(=O)c2ccc3ccccc3n2)s1,153*,-9,3,0.1,103,127,-56,-22,0.2,3.8*
O=C(O)c1ccc(N2C(=O)C3C4c5ccccc5C(Br)(c5ccccc54)C3C2=O)cc1 (stereo not drawn),104,-5,-2,0.1,2,97,-4,6,-0.2,1.1
CCC(=O)OCC(=O)Nc1ccc([N+](=O)[O-])cc1OC,108,-4,1,-0.1,5,98,-11,7,-0.6,1.3
COc1ccc(N(CN2C(=O)c3ccccc3C2=O)C(=O)C(C)C)cc1,102,4,-6,-0.1,4,101,-2,9,1.7,1.5
Cc1ccc(OCCNC(=O)Cn2cnc3c(=O)n(C)c(=O)n(C)c32)cc1C,95,4,-10,0.0,2,98,6,6,0.1,1.2
O=[N+]([O-])c1cc(/C=N\Nc2nccs2)ccc1O,104,7,6,-0.2,.,108,-3,-10,0.5,1.2
COC(=O)c1sccc1N/N=C/c1cccc(OC)c1O,104,-7,3,-0.3,180*,49,-4,60*,-0.1,3.6*
O=C(O)C1C2C=CC(C2)C1C(=O)Nc1ccc(C(=O)N2CCCCC2)c(Cl)c1 (stereo not drawn),97,0,-6,-0.2,-18,95,3,5,2.1,1
CC1(C)Cc2cccc(OCC(O)CNCc3ccccn3)c2O1 (stereo not drawn),92,-6,-2,0.1,6,102,9,0,-1.6,0.99
O=C(CSc1nc2[nH]ncc2c(=O)[nH]1)c1ccccc1,107,1,4,0.2,-13,103,-10,3,2.5,1
CCC1(C)Cc2ccccc2C(Nc2c(C)n(C)n(-c3ccccc3)c2=O)=N1 (stereo not drawn),105,-5,-5,-0.1,-17,107,-5,-12,0.2,2.1
CC12C(=O)N(c3cccc4cccnc34)C(=O)C1C1C=CC2C1 (stereo not drawn),101,-1,2,-0.3,-14,101,-1,8,-0.8,1
CCOc1ccccc1NC(=O)CCn1c(=O)oc2ccccc21,92,7,0,-0.4,8,95,9,15,2.8,0.87
CCN(CC)S(=O)(=O)c1ccc(N2CCOCC2)c(NS(=O)(=O)c2ccc(C)c(C)c2)c1,103,1,1,-0.4,4,107,-4,-14,0.3,0.84
Cc1[nH]c2ccccc2c1CCN(Cc1cccs1)C(=S)Nc1ccccc1,93,-11,-4,-0.3,-5,99,7,3,-0.5,0.69
Cc1ccnc(SCc2cc(=O)c(OC(=O)c3ccc(S(=O)(=O)N4CCCC4)cc3)co2)n1,102,-1,0,-0.3,-11,100,0,-2,-0.3,1.3
C=CCn1c(=NC(=O)c2cccs2)sc2cc(NC(C)=O)ccc21,127,-18,0,-0.2,40,.,-31,.,0.5,1.4
CCOC(=O)c1c(-c2ccc(C)o2)csc1NC(=O)COC(=O)c1ccc(NC(N)=O)cc1,108,-8,-1,-0.2,-8,84,-8,19,0.3,0.78
O=C1NCCNC(=O)c2ccccc2OCCOc2ccccc21,90,-5,-2,0.0,6,97,11,3,-0.5,1.1
CC1=C(C(=O)N(C)Cc2ccccc2)C2(CCC(C)CC2)OC1=O (stereo not drawn),98,-7,-4,0.0,-17,104,2,0,-0.2,0.62
O=S(=O)(N=S(N1CCCCC1)N1CCCCC1)c1ccccc1,100,-5,-1,0.0,14,98,0,8,0.2,0.88
CC(=O)c1ccn(S(=O)(=O)c2ccccc2)c1,85,8,-8,-0.3,36,94,17,8,-0.1,1.1
# More records
SMILES,STAT1 act,TLR4 MyD88 comp,HMGR II inh,Hsp70 act,APP 5'UTR act,STAT3 act,STAT1 blocker,STAT3 blocker,Redox H2O2 prof,NF-kB expr up
CC(=O)c1cnn(-c2cc(Oc3ccccc3C)ncn2)c1C,102,-4,-4,-0.2,-8,97,-2,4,-0.1,1.3
Cc1onc(-c2c(F)cccc2Cl)c1C(=O)NNC(=O)C1CCN(Cc2ccccc2)CC1,101,-16,-4,-0.4,5,104,-2,-2,-1.3,0.97
O=C(Nc1ccc2c(c1)OCCO2)c1cccnc1,129*,10,-2,-0.2,27,92,-30,14,-3.0,1.5
CSc1nsc(SC)c1C(=O)N1CCN(S(=O)(=O)c2ccc(C)cc2)C1C (stereo not drawn),97,2,-3,0.0,-22,104,4,-2,4.5,0.45
Cc1ccc(S(=O)(=O)c2c(C)nn(C(C)(C)C)c2OC(=O)c2ccc(Br)o2)cc1,110,-12,-2,-0.1,-8,113,-11,-9,-1.1,0.86
CCCn1c(N)c(Br)c(=O)[nH]c1=O,103,13,-6,-0.5,7,101,-3,-6,0.2,1.2
COC(=O)CSc1ncnc2c1sc1nc(-c3ccco3)c3c(c12)CC(C)(C)OC3,98,-3,1,-0.3,3,95,2,8,-0.2,0.99
O=S(=O)(c1ccc(NC(=S)N/N=C/c2ccc(N3CCOCC3)cc2)cc1)N1CCOCC1,94,-7,-4,-0.5,-15,92,6,13,0.4,0.57
COc1cc(N)ccc1C(=O)O,87,0,5,-0.4,.,103,12,-3,4.2,0.94
O=C1C=C(Nc2ccccc2)c2ccccc2C1=O,100,-11,-4,0.0,-2,120,0,-25,4.2,0.45
Cc1ccc(OCC(=O)c2cc(C)c(C)cc2C)c([N+](=O)[O-])n1,103,-3,-7,-0.4,-6,114,-3,-10,0.3,1.3
CCN(CC)CCNC(=O)c1ccc(NC(=O)COc2ccccc2F)cc1,108,-3,-5,0.1,-11,109,-8,-8,-0.4,1.1
CCCCOc1ccccc1/C=N/NC(=O)CC#N,98,9,4,0.1,5,101,2,7,-0.6,1.3
C=CCn1c(-c2cccn(Cc3cccc(Cl)c3)c2=O)n[nH]c1=S,93,-7,-2,-0.1,12,96,8,11,2.4,0.99
COc1ccc(-c2cn3cccnc3n2)cc1,118,-1,-4,0.2,35,95,-22,11,-0.5,2.2
Cc1ccc(NC(=S)Nc2ccc(Cl)c(Cl)c2)c(OC(F)F)c1,91,0,-1,-0.2,16,106,10,-9,0.3,0.68
CC(C)(C)n1ncc2c(=O)n(CC(=O)N3CCCCCC3)cnc21,107,-7,0,-0.3,9,103,-7,7,2.3,1.7
Cn1c(SCC(=O)NCCc2ccccc2)nnc1-c1ccncc1,100,-6,0,-0.2,12,96,0,9,-0.5,1.1
O=C(CSc1nnc(-c2ccco2)n1-c1ccccc1)NCc1ccc2c(c1)OCO2,100,3,2,0.0,0,95,0,9,1.5,1.2
CCOc1cc(/C=N/NC(=O)Nc2ccccc2)ccc1O,127,-8,-4,0.2,69,110,-31,-9,-1.6,2.8
CCO[C@H]1OC(C(=O)N2CCN(Cc3ccc4c(c3)OCO4)CC2)=C[C@@H](c2ccc(C(F)(F)F)cc2)[C@@H]1CCCO,98,-1,2,-0.2,-3,.,3,.,-0.4,0.84
C/C(=N\NC(=O)C(c1ccccc1)c1ccccc1)c1ccccn1,92,-2,1,-0.2,-69,77,9,30,-0.7,0.67
CCc1sc2nc(SCC(=O)Nc3cc(C)on3)n(-c3cccc(OC)c3)c(=O)c2c1C,96,-13,-4,0.0,11,101,4,9,1.8,1.1
COc1ccc(N/N=C(/N=Nc2nc(C)cc(=O)[nH]2)c2ccccc2)cc1,117,-4,3,-0.2,38,82,-19,25,0.2,1.2
CC(C)(C)NC(=O)COC(=O)c1cc(Br)ccc1Cl,101,-8,-6,-0.3,18,92,-1,8,0.5,1.2

# Shown field by field: 2 of the compounds above.
> CC(=O)c1ccn(S(=O)(=O)c2ccccc2)c1
- STAT1 act = 85
- TLR4 MyD88 comp = 8
- HMGR II inh = -8
- Hsp70 act = -0.3
- APP 5'UTR act = 36
- STAT3 act = 94
- STAT1 blocker = 17
- STAT3 blocker = 8
- Redox H2O2 prof = -0.1
- NF-kB expr up = 1.1

> CC(=O)c1cnn(-c2cc(Oc3ccccc3C)ncn2)c1C
- STAT1 act = 102
- TLR4 MyD88 comp = -4
- HMGR II inh = -4
- Hsp70 act = -0.2
- APP 5'UTR act = -8
- STAT3 act = 97
- STAT1 blocker = -2
- STAT3 blocker = 4
- Redox H2O2 prof = -0.1
- NF-kB expr up = 1.3

# Going on with the list:
SMILES,STAT1 act,TLR4 MyD88 comp,HMGR II inh,Hsp70 act,APP 5'UTR act,STAT3 act,STAT1 blocker,STAT3 blocker,Redox H2O2 prof,NF-kB expr up
COCCn1nnnc1C(c1ccccc1OC)N1CCN(c2ccccc2)CC1 (stereo not drawn),97,-17,-2,-0.1,-7,107,3,2,0.6,1.1
C=CCNC(=O)c1ccccc1NC(=O)c1ccccc1,100,-11,-6,-0.1,16,102,0,2,-3.5,0.99
O=C(COc1ccccc1)Nc1ccc(S(=O)(=O)N2CCCCCC2)cc1,92,5,0,-0.4,.,99,11,2,0.3,0.89
O=C(COC(=O)CC1CCCC1)Nc1ccc(OC(F)F)cc1,111,-12,-2,0.1,21,107,-14,-1,-2.1,1.1
O=C(COC(=O)Cc1c(Cl)cccc1Cl)NCC1CCCO1 (stereo not drawn),109,-15,-8,-0.4,6,98,-11,7,-0.4,1.1
O=C(CSC1=Nc2ccccc2C2=NC(CC(=O)NCc3ccco3)C(=O)N12)NCc1ccco1 (stereo not drawn),87,-1,-6,-0.5,-5,99,10,2,0.8,1.2
Clc1ccc2c(c1)c1cc(Cl)ccc1n2CN1CCOCC1,103,3,3,-0.4,-7,93,-4,12,2.1,0.98
O=c1[nH]cnc2cc(-c3ccccc3)sc12,109,-4,0,-0.1,30,88,-10,18,-4.5,1.3
COc1cc(C2C(C(C)=O)=C(O)C(=O)N2c2ccc(Br)cn2)ccc1O (stereo not drawn),104,-8,-2,-0.4,11,122,-5,-18,-1.1,1.1
CCOc1ccc(C(CC(=O)O)NC(=O)c2cccs2)cc1OC (stereo not drawn),99,-1,-5,-0.2,-1,98,-1,5,0.2,0.99
CCN(CC)S(=O)(=O)c1cccc(NC(=S)NC(=O)/C=C/c2ccc(S(=O)(=O)N3CCOCC3)cc2)c1,100,-3,1,-0.5,16,108,0,-13,0.1,0.73
COc1cc([N+](=O)[O-])ccc1NC(=O)COC(=O)c1n[nH]c2ccccc12,100,-3,2,-0.4,-2,123,0,-28,.,0.69
COc1ccc(OCC(=O)OCC(=O)NCc2ccc(F)cc2)cc1,102,4,-10,-0.2,-64,92,-2,9,0.4,0.98
Cc1ccc(-c2csc(NC(=O)c3cccc([N+](=O)[O-])c3C(=O)O)n2)cc1,103,-10,8,-0.1,23,101,-3,7,-0.7,1.4
COc1ccc(C2C(C#N)=C(N)N(c3sc4c(c3C#N)CCCC4)C3=C2C(=O)CC(C)(C)C3)cc1 (stereo not drawn),98,-2,0,-0.1,15,113,2,-16,0.1,0.7
CCCNC(=O)OCCC12CC3CC(CC(C3)C1)C2,111,-8,-4,0.1,4,105,-12,4,-0.3,1.5
COc1ccc(OC)c(S(=O)(=O)NCCC2=CCCCC2)c1,97,0,-1,-0.2,6,103,4,-1,-0.9,1.9

# Compound activity from PubChem.

# Compounds as they come; overall some 5.6% were active at least once.
